# SENP8 block: SENP8 protease inhibition. Q96LD8. purified SENP8, Z-RLRGG-aminoluciferin cleavage, luminescence. inhibition, % at 10 µM. actives 1.2% (n = 330,000). AID 2540
# Target sequence (Q96LD8 whole entry, looked up): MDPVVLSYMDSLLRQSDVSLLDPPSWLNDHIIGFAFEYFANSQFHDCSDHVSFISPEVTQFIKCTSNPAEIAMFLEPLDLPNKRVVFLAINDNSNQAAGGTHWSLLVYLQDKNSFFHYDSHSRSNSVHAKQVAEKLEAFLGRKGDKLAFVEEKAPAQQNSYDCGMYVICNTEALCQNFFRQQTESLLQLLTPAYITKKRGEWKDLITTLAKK
# EBI2 antag: EBI2 (human) antagonism; EBI2 beta-arrestin recruitment, luminescence, 7a,25-OHC stimulated; inhibition, % at 5 µM; actives 0.81% (n = 360,000); in the data active means inhibition above about 38%;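 further: enzyme fragment complementation signal reports receptor beta-arrestin coupling in cells; 0% = agonist plus DMSO wells and 100% = wells without agonist; some results beyond the cut were filed as inactive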
# Target sequence (P32249 whole entry, looked up, the tested form may be a part): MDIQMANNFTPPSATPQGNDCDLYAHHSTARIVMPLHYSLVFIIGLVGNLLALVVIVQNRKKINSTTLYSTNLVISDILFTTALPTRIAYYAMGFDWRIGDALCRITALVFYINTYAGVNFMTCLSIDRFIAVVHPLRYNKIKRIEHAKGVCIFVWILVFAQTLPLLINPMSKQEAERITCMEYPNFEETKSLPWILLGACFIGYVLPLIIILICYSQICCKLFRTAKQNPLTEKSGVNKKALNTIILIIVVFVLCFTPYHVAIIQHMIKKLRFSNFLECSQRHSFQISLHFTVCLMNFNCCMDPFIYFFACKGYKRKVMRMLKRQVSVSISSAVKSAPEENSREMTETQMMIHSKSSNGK
# UBC13 polyUb: human UBC13 polyubiquitination inhibition | inhibition, % at 20 µM | UBC13 polyubiquitin chain formation, TR-FRET | actives 0.47% (n = 330,000) | AID 485273 | P61088; in the data active means inhibition above about 45%, passing the limit was not always enough
# Target sequence (P61088 whole entry, looked up): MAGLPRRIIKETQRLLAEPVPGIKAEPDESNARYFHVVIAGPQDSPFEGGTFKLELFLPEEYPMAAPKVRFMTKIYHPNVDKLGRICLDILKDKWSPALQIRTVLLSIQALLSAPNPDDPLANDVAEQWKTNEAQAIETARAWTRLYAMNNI
# CCR6 antag: CCR6 (human) receptor antagonism; AID 493098; actives 0.49% (n = 340,000); CHO-K1 CCR6 PathHunter beta-arrestin, luminescence, CCL20-stimulated; inhibition, % at 20 µM;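 active means compounds whose inhibition of the agonist-driven luminescence signal at 20 µM reaches about 50%, limit read from the data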;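 further: cells stimulated with CCL20 at 14 nM final; plate controls were DMSO with CCL20 for no effect and DMSO without agonist for full effect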
# Jurkat NFkB inh: lowers PMA/ionomycin-induced NF-kB signal in Jurkat cells. inhibition, % at 4 µM. PMA/ionomycin-induced NF-kB luciferase reporter, luminescence. actives 0.53% (n = 330,000)
# Apaf-1 inh: human Apaf-1 inhibition | O14727 | reconstituted apoptosome caspase-3 activity, DEVD-Rh110 fluorescence | inhibition, % at 20 µM | actives 0.71% (n = 330,000); active means inhibition of at least 40% at 20 µM;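 further: plate controls were DMSO wells for no effect and DEVD-CHO caspase inhibitor wells for full effect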
#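 detection = Rh110 fluorescence intensity | test system = biochemical Apaf-1 apoptosome reconstitution | also added = cytochrome c and DEVD-Rh110 substrate | schedule = 30 min plus 50 min, RT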
# Gli-Sufu block: antagonists of Gli-Sufu signaling; Sufu-KO-LIGHT fibroblasts, Gli luciferase reporter luminescence; AID 588413; inhibition, % at 5 µM; actives 0.74% (n = 340,000);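 active means inhibition above about 55%, limit read from the data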;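 further: 0% = DMSO-treated cells and 100% = wells with medium but no cells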
# 697 NFkB inh: lowers PMA/ionomycin-induced NF-kB signal in 697 B cells; 697 B-cell NF-kB luciferase reporter, 16 h; inhibition, % at 4 µM; actives 0.33% (n = 330,000); in the data active means inhibition above about 35%
# * = called active by the depositor; · = no result given. Unless noted, no stated cut-off is given here; in the data, active means inhibition above about 50%; inactive means the rest. Only part of the results is shown; the hit share may differ from the screen's.
SMILES,SENP8 block,EBI2 antag,UBC13 polyUb,CCR6 antag,Jurkat NFkB inh,Apaf-1 inh,Gli-Sufu block,697 NFkB inh
O=c1nc(/C=C/c2ccccc2C(F)(F)F)cc(C(F)(F)F)[nH]1,-25,-4,-5,-12,10,-1,2,-11
O=C1CCCN1CC(O)CS(=O)(=O)c1ccccc1 (stereo not drawn),3,-7,6,4,2,-14,1,6
COCC(=O)Nc1cccc2ccccc12,4,-6,-2,1,3,2,-3,9
Cc1ccc(-c2nc(CN3CCN(c4cnccn4)CC3)c(C)o2)o1,-3,-8,4,3,1,0,-12,11
Cc1cccc(OCCCN2CCOCC2)c1,3,-1,1,-3,-13,0,-1,6
Cc1cc(NC(=O)c2cc(CC(C)C)on2)no1,-17,-6,-11,1,-53,12,-13,-8
CCOc1ccccc1NC(=O)c1cc(=O)[nH]c2ccc(S(=O)(=O)N3CCOCC3)cc12,-4,-2,-11,-12,-1,-1,-6,-1
COc1ccc(-c2nonc2NC(=O)c2ccco2)cc1OC,6,-6,-14,3,-15,5,20,-53
O=C(O)CCSC1CC(=O)N(c2ccccc2)C1=O (stereo not drawn),-3,-3,6,11,-1,1,-5,20
COc1cccc(CC(=O)OCC(=O)N2CCN(c3ccc(F)cc3)CC2)c1,-5,-9,-6,19,-3,4,-7,5
CC1CN(S(=O)(=O)c2cccc(-c3csc(-c4ccccc4)n3)c2)CC(C)O1 (stereo not drawn),2,42,1,23,12,9,-64,6
CC(=O)Nc1nc(C2COc3ccccc3O2)cs1 (stereo not drawn),-1,1,-3,-2,-101,-24,-68,-187
c1ccc2c(c1)[nH]c1c(N3CCC4(CC3)OCCO4)ncnc12,-11,-3,-9,2,7,4,-41,-28
CCOC(=O)CSc1ncccn1,-2,-5,5,1,-2,-1,-5,-13
CC(C)NC(=O)COc1coc(CN2CCN(C(=O)c3ccco3)CC2)cc1=O,6,-2,0,4,2,-5,-10,7
CC1CC1C(=O)OCC(=O)NCc1ccccc1Cl (stereo not drawn),1,4,1,11,-6,-1,0,6
COc1ccc(CCC(=O)NCCc2cn3c(C)csc3n2)cc1,0,5,0,10,0,5,3,16
CN1CCN(CCC(=O)N2c3ccccc3Sc3ccc(Cl)cc32)CC1,4,0,16,-9,-5,6,5,14
CC(C)CCNC(=O)c1c(CSc2ccc(Cl)cc2)noc1C(=O)NCc1ccccc1,-10,7,9,26,-6,10,13,-10
COc1ccc(Cl)cc1NC(=S)N1CCCC1,0,-18,-6,-8,-35,2,-1,-28
O=C(NNS(=O)(=O)c1ccc(Cl)cc1)c1cccc(S(=O)(=O)N2CCOCC2)c1,2,-8,4,9,-2,-19,0,16
COC(=O)c1ccc(C(=O)O)nc1,2,-2,2,2,2,21,3,1
O=C(CCc1ccc(S(=O)(=O)NCCc2ccccc2)cc1)N1CCN(Cc2ccc3c(c2)OCO3)CC1,-3,20,-4,·,11,23,·,-33
Cc1cc(=O)oc2cc(NC(=S)NCc3cccnc3)ccc12,-6,-17,22,9,2,-2,-3,-5
O=C(Nc1ccc(Br)cc1Br)c1cccc2c1C(=O)N(C1CCCCC1)C2,-8,13,-7,14,-9,9,21,24
CC1CCN(C(=O)COC(=O)c2nn(C)c(=O)c3ccccc23)CC1,-6,-10,7,14,15,-2,-8,17
O=C(CSc1ncnc2nc[nH]c12)NCCc1ccccc1,-13,-1,-2,21,-9,8,8,8
O=C(Nc1ccc2c(c1)CCC2)Nc1ccc2c(c1)OCO2,-1,9,-6,-7,-77,-7,-79,-56
CN1CCC(=NNC(=O)CSc2ccc(Cl)cc2)CC1,0,-4,8,-6,11,5,-4,17
Cc1ccc(NC(=S)NNC(=O)c2nn(C)cc2Cl)cc1,-1,6,-2,32,-20,2,-11,-15
CCn1cc(Br)c(C(=O)Nc2ccc(Cl)cc2Cl)n1,-9,5,-2,3,-10,10,-16,4
COc1cc(/C=C(\C#N)C(=O)N2CCOCC2)cc(Br)c1O,-7,-1,-15,22,-10,13,-27,-10
CC1CCCN(C(=O)C23CCC(C)(C(=O)C2)C3(C)C)C1 (stereo not drawn),-1,-2,0,2,-7,-16,7,7
O=C(Nc1nc2nccc(-c3ccccc3)n2n1)c1ccc(F)cc1,1,-14,10,-7,0,10,-10,11
COc1ccc(S(=O)(=O)Nc2cccc(SC)c2)cc1OC,2,-11,-2,20,8,3,3,-8
O=[N+]([O-])c1ccc(/C=N/NC2=NS(=O)(=O)c3ccccc32)cc1,-7,6,-6,26,6,-10,9,3
Cc1nc(N2CCN(C(=O)c3ccc(Cl)cc3)CC2)c(C#N)c2c1COC(C)(C)C2,1,36,19,3,6,10,-5,0
O=C(NCCc1c[nH]c2ccccc12)c1cc2ccccc2oc1=O,-2,7,16,2,-48,-2,-3,-3
O=C(N/N=C\c1c(O)ccc2ccccc12)c1cncc(Br)c1,-13,7,-69,34,52*,-5,85*,-8
COc1ccc(C(=O)C(/C=N/O)=N/Nc2ccc(F)cc2)cc1,-3,6,-12,8,0,4,-10,-28
Cc1ccc(N2CC(C(=O)NCc3cccnc3)CC2=O)cc1 (stereo not drawn),1,-8,0,11,5,-12,-3,13
Cc1cc[n+](CC(=O)Nc2cccc(C)c2)cc1,-7,-3,-1,8,17,-5,2,-7
C=CCn1c(SCc2c(Cl)cccc2Cl)nnc1-c1cccnc1,-7,7,5,-13,8,-13,8,-36
COc1ccc(OC)c(C(C)NC=O)c1 (stereo not drawn),-13,-7,-4,-2,-7,2,3,-16
Cc1sc(NC(=O)CN(Cc2ccccc2)C(=O)C(C)C)c(C(N)=O)c1C,3,-4,5,-5,2,-11,1,0
CCOC(=O)C1CCCN(S(=O)(=O)c2ccc(-n3cnnn3)c(C)c2)C1 (stereo not drawn),3,2,4,-15,1,-5,1,17
Cc1ccccc1C(=O)Nc1ccc(C(=O)N/N=C/c2ccncc2)cc1,4,-1,-9,-4,-10,-9,-4,17
C=CC[n+]1c(/C=C2\C=Cc3cc(C)ccc3N2CC)ccc2ccccc21,6,4,-145,32,78*,14,90*,32
CC(=O)c1ccccc1NC(=O)COC(=O)CCCN1C(=O)c2cccc3cccc(c23)C1=O,1,2,36,19,3,5,5,4
O=C(NC1CCC(O)CC1)c1ccccc1OCc1ccc(F)cc1 (stereo not drawn),-2,-1,0,10,16,8,5,-5
COc1ccc(-c2cn3cccnc3n2)cc1NC(=O)C1CCCC1,-5,-6,6,-6,2,-15,-1,12
Cc1c(C(=O)NCc2ccco2)oc2ccc(Br)cc12,-1,2,5,11,-9,16,-7,7
CC(C)CCNC(=O)COC(=O)c1cc(Br)c(Br)s1,2,-8,9,6,-8,-5,30,6
Cc1cc(=O)[nH]c(N/N=C/c2cccs2)n1,-13,5,-17,1,-23,0,-9,1
CCc1nc2ccccc2c(C(=O)Oc2ccc(C(=O)OC)cc2)c1C,-2,-10,8,0,1,-6,-5,-3
COc1cc(/C=C2/N=C(C3CCCCC3)OC2=O)cc(OC)c1OC,-4,-16,17,-10,14,0,3,21
Cc1ccc(/C=N/N2CCN(c3ccccc3)CC2)cc1,-5,-3,16,8,-59,-17,-51,-62
CCC(=O)Nc1cccc(C2=NOC3(C2)C[C@@H](C(N)=O)N(C(=O)C2(C)CC2)C3)c1 (stereo partly drawn),-9,-13,-16,4,-2,0,-13,1
CCN1C(=NCC(C)C)N[C@@H](c2cccc(C(F)(F)F)c2)C(C(=O)OC)=C1C,12,2,28,9,4,5,26,-7
C=CCNc1nnc(SCC(=O)N2CCCCC2)c2ccccc12,1,-1,6,6,-3,-7,5,14

# Seven successive compounds already listed:
SMILES,SENP8 block,EBI2 antag,UBC13 polyUb,CCR6 antag,Jurkat NFkB inh,Apaf-1 inh,Gli-Sufu block,697 NFkB inh
Cc1cc(=O)[nH]c(N/N=C/c2cccs2)n1,-13,5,-17,1,-23,0,-9,1
CCc1nc2ccccc2c(C(=O)Oc2ccc(C(=O)OC)cc2)c1C,-2,-10,8,0,1,-6,-5,-3
COc1cc(/C=C2/N=C(C3CCCCC3)OC2=O)cc(OC)c1OC,-4,-16,17,-10,14,0,3,21
Cc1ccc(/C=N/N2CCN(c3ccccc3)CC2)cc1,-5,-3,16,8,-59,-17,-51,-62
CCC(=O)Nc1cccc(C2=NOC3(C2)C[C@@H](C(N)=O)N(C(=O)C2(C)CC2)C3)c1 (stereo partly drawn),-9,-13,-16,4,-2,0,-13,1
CCN1C(=NCC(C)C)N[C@@H](c2cccc(C(F)(F)F)c2)C(C(=O)OC)=C1C,12,2,28,9,4,5,26,-7
C=CCNc1nnc(SCC(=O)N2CCCCC2)c2ccccc12,1,-1,6,6,-3,-7,5,14

# Going on with the list:
SMILES,SENP8 block,EBI2 antag,UBC13 polyUb,CCR6 antag,Jurkat NFkB inh,Apaf-1 inh,Gli-Sufu block,697 NFkB inh
NC(=O)COC(=O)c1c2c(nc3ccccc13)CCC2,3,-8,-14,1,-14,7,-6,-1
O=C(COc1ccc(Cl)cc1Cl)NCCC1=CCCCC1,-2,7,6,13,-5,15,-11,-6
Cc1ccccc1-c1ncc(CN2CCC(CO)(CCCc3ccccc3)CC2)cn1,-14,6,8,7,8,14,30,-7
Cc1nc(CN(C)C(=O)c2ccccc2OC2CCN(S(C)(=O)=O)CC2)cs1,0,8,0,11,-18,-10,3,-8
OC1(c2cccs2)CN(c2ccc(Br)cc2)C2=[N+]1CCCS2 (stereo not drawn),7,22,12,20,3,-4,13,-1
CC(=O)C(C(C)=O)c1c(Cl)c(O)c(O)c2c(C(=O)c3ccccc3)coc12,-10,-30,-10,10,5,34,2,-3
Cc1nc2cc(C(F)(F)F)ccc2n1CCNc1nc(-c2cc(Cl)c(N)c(Cl)c2)cs1,9,9,19,6,-4,12,3,-1
COc1cccc(CN2CCN(Cc3ccc(O)cc3)CC2CCO)c1 (stereo not drawn),-4,-2,-1,5,10,-6,14,-11
NNC(=O)c1cnn(-c2ccccc2)c1C(F)(F)F,-2,-6,8,7,2,-15,7,7
CC(=Nc1ccc2c(c1)nc(CO)n2C)C1=C(O)CC(C)(C)CC1=O,1,-7,-7,-3,-13,-6,-1,-5
CC(OCC(O)CN(C)Cc1nc2ccccc2c(=O)[nH]1)c1ccc(Cl)cc1 (stereo not drawn),-2,-21,18,4,-1,5,-1,-5
CC(=O)c1c(C)n(CCc2ccc(Cl)cc2)c2ccc(O)cc12,-9,9,-2,1,-9,0,-6,9
C=CC[C@H](CC(=O)NCCO)C(=O)NC[C@@H](OC(=O)[C@@H](CC=C)CC(=O)OC(C)(C)C)c1ccccc1,-1,-2,8,8,8,11,4,6
Cc1ccc(N(CC(O)CN2CCCCC2)S(=O)(=O)c2ccccc2[N+](=O)[O-])cc1 (stereo not drawn),-3,-10,3,15,-25,4,18,-6
Cc1ccc2c(CN3CCCCC3CCO)cc(=O)oc2c1 (stereo not drawn),6,-9,-5,12,25,3,2,16
Cc1ccc(C)c(N2CCN(S(=O)(=O)CC34CCC(CC3=O)C4(C)C)CC2)c1 (stereo not drawn),1,10,4,-10,3,1,9,10
COC(=O)c1ccccc1NC(=O)COc1ccccc1,-10,8,14,9,3,7,3,6
CCn1c(SCC(=O)NC2CCCC2)nnc1C(C)NC(=O)c1ccccc1F (stereo not drawn),-4,-4,-8,1,-4,1,-24,3
O=S(=O)(c1ccc(F)cc1)N1CC=C(c2ccccc2)CC1,4,2,3,9,3,-2,1,2
Cc1ccc(NC(=O)C(=O)c2ccc(C)cc2)cc1,54*,-2,1,-6,-133,1,-11,-103
NC(=O)c1ccccc1O,8,2,16,-11,2,-10,13,0
Cc1c(C(=O)N2CC(C)OC(C)C2)[nH]c2ccc(Br)cc12 (stereo not drawn),-1,-8,1,11,5,12,-3,3
O=C(OCC(=O)N(Cc1ccccc1)C1CCS(=O)(=O)C1)c1cc2c(s1)CCCC2 (stereo not drawn),3,9,-1,28,2,28,3,5

# Arranged by length of the SMILES (smallest number first): three of the compounds above.
SMILES,SENP8 block,EBI2 antag,UBC13 polyUb,CCR6 antag,Jurkat NFkB inh,Apaf-1 inh,Gli-Sufu block,697 NFkB inh
COC(=O)c1ccccc1NC(=O)COc1ccccc1,-10,8,14,9,3,7,3,6
O=S(=O)(c1ccc(F)cc1)N1CC=C(c2ccccc2)CC1,4,2,3,9,3,-2,1,2
Cc1ccc(N(CC(O)CN2CCCCC2)S(=O)(=O)c2ccccc2[N+](=O)[O-])cc1 (stereo not drawn),-3,-10,3,15,-25,4,18,-6

# Compound activity as filed in PubChem BioAssay.
